CaV13 FRET inh: Disruptors of the CACNA1D IQ motif to Ca2+-dependent inactivation inhibitor domain association, primary screening, Förster resonance energy transfer in intact living …. inhibition, % at 12.3 µM. hit rate 0.098% among 340,000. HEK cells, CFP/YFP FRET ICDI-IQ, plate reader, 10 min; percent FRET-ratio fall versus neutral wells;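 active means mean replicate inhibition of at least 30% and at least 1% of replicates passing that level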;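 further: 0% = median of the neutral control wells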
MC4R antag cAMP: antagonists of human melanocortin 4 receptor (MC4R); MC4R-expressing cells, MTII-stimulated cAMP, LANCE TR-FRET; P32245; hit rate 0.48% among 360,000; inhibition, % at 6.5 µM; AID 540295;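 active means inhibition above its plate's cutoff, the mean of tested wells on that plate plus 3 SD, cut at about 29% in these data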;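 further: 0% = Melanotan II alone and 100% = Melanotan II plus saturating MCL0020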
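System: U2OS-MC4R stable cell line; Technique: Eu-cAMP/anti-cAMP TR-FRET, emission 671 nm; Repeats: single well per compound; Also added: Melanotan II; Dosing: one concentration, 6.5 µM nominal; Schedule: 30-min compound, 1-h challenge, 1-h detection, room temperature.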
MC4R ag barr: agonists of human melanocortin 4 receptor (MC4R) beta-arrestin; activation, % at 8.9 µM; U2OS MC4R beta-arrestin complementation, luminescence; percent of melanotan II response, DMSO zero; hit rate 0.98% among 360,000; AID 540308;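 active means activation above a per-plate cutoff, the mean activation of sample wells on that plate plus 3 SD, cut at about 8% in these data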
m5-HT2A agonist: activates the mouse 5-HT2A serotonin receptor | P35363 | CHO-K1 mHTR2A beta-arrestin complementation, luminescence; percent of 30 µM serotonin response | hit rate 0.66% among 360,000 | activation, % at 7.6 µM;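 active means activation above a run cutoff, the mean activation of all tested compounds plus 3 SD, cut at about 14% in these data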;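 further: 0% = plate median of compound wells and 100% = 30 µM serotonin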
Target sequence (P35363 whole entry, looked up): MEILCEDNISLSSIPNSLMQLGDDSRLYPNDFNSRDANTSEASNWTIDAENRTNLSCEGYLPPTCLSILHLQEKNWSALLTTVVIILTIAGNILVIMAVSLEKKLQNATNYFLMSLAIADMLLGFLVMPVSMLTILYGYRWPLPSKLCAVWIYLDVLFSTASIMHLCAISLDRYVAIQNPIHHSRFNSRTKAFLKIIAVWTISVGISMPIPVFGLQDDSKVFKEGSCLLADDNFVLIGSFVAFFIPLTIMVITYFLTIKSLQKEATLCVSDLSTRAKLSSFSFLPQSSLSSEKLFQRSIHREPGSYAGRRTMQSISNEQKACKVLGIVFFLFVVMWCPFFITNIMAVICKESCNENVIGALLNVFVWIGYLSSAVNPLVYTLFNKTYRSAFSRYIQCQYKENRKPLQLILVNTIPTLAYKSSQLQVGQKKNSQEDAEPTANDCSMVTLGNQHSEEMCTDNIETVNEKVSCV
aDG glyco act: alpha-DG glycosylation activation; Pro5-aDG cells, alpha-DG glycosylation AlphaScreen (IIH6); 0% Pro5, 100% B10-LARGE cell signal; activation, % at 10 µM; hit rate 0.22% among 360,000; AID 624168;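 active means activation of at least 8% versus controls, or a plate z-score of at least 8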;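 further: Pro5 are CHO cells carrying HIG-tagged alpha-DG that lacks glycosylation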
Glyco luc inh: blocks N-linked glycosylation in D54 reporter cells. D54 ERlucT glycosylation luciferase reporter, 24 h; percent of 100 nM tunicamycin response. reporter increase, % at 12.5 µM. hit rate 0.23% among 360,000. AID 588692;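 active means mean luciferase reporter signal, scaled so untreated is 0 and the glycosylation-blocking control 100, at or above a set limit in every replicate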;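 further: luciferase carries N-glycosylation sites so blocking glycosylation raises the light; 0% = median of neutral control wells and 100% = median of 100 nM tunicamycin wells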
ABCB6 inh MLPCN: inhibitors of human ABC transporter ABCB6; Q9NP58; K562-ABCB6 porphyrin accumulation, flow cytometry, 1 h; active compounds read low; fluorescence ratio to DMSO, % at 10 µM; hit rate 0.19% among 360,000; AID 602162;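 active means fluorescence ratio to DMSO below 75%, the collection mean minus 3 SD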;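 further: signal is porphyrin accumulated inside mitochondria; 100% equals median channel fluorescence of DMSO control wells; lower ratio means ABCB6 inhibition with less porphyrin fluorescence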
PDI turbidity: PDI (human) enzyme inhibition; P07237; PDI insulin aggregation turbidity, A650, 90 min; inhibition, % at 10 µM; hit rate 0.052% among 350,000; AID 588391;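 active means mean inhibition across replicates of 30% or more, whatever share of single replicates reach that level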;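 further: absorbance from insulin aggregation driven by PDI reduction with DTT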
Target sequence (P07237 whole entry, looked up): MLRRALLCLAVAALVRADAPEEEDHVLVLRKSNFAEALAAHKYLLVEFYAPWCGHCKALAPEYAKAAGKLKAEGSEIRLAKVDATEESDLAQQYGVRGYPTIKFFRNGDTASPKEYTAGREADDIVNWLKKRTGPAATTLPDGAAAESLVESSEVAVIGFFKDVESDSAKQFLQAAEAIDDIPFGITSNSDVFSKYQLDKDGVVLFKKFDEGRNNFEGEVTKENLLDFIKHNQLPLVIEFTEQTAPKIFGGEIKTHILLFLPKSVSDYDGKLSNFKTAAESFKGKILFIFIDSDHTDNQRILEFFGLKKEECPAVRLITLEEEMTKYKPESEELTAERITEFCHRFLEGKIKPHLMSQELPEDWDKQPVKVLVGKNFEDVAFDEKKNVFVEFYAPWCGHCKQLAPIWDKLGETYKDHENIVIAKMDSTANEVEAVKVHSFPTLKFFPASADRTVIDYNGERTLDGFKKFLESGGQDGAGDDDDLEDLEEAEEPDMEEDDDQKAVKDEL
Vif imaging: blocks HIV Vif function; HEK293T cells, Vif self-association by quenched fluorescence, imaging, 24 h; inhibition, % at 7.49 µM; hit rate 0.35% among 340,000; AID 602346; in the data active means inhibition above about 50%, passing the limit was not always enough; further: some results filed as inactive read as strong as hits
Cardio protect: modulators protecting cardiomyocytes from myocardial damage | H9c2 cardiomyocytes, H2O2 injury protection, ATPLite, 2 h | protection from H2O2 cell death, % at 20 µM | hit rate 0.63% among 360,000;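 active means compounds giving at least 50% protection of heart cells from peroxide-induced death in the single-dose screen, raw or plate-pattern-corrected value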;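 further: 0% = DMSO wells with peroxide and 100% = DMSO wells without peroxide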
* hit, by the source's call; . = not tested or not shown.

SMILES | CaV13 FRET inh | MC4R antag cAMP | MC4R ag barr | m5-HT2A agonist | aDG glyco act | Glyco luc inh | ABCB6 inh MLPCN | PDI turbidity | Vif imaging | Cardio protect
CC(C)C[C@@H](CN1CCC[C@H]1CN1C(=O)C(=O)NC[C@@H]1Cc1ccccc1)N1C[C@H](Cc2ccc(O)cc2)N(CC2CCCCC2)C(=O)C1=O | -5.4 | . | . | 15.0* | 0.0 | . | 100.0 | . | . | .
CC(c1n[nH]c(=S)n1Cc1ccccc1)N(C)C (stereo unspecified) | -4.2 | -1.1 | -1.1 | -2.7 | -0.3 | 0.4 | 98.0 | 14.2 | 0.6 | 7.9
CC(C)(CCc1ccccn1)C(=O)C(CCc1ccccn1)CCc1ccccn1 | -6.0 | 3.7 | -0.4 | 14.5* | 0.5 | -1.1 | 96.0 | -4.8 | 0.6 | 1.5
CCCOc1cccc(C(=O)Nc2cc(NC(=O)c3ccco3)ccc2OC)c1 | -6.0 | -3.2 | 4.4 | -1.4 | 0.0 | -3.0 | 100.0 | 17.0 | -5.9 | 5.5
COC(=O)c1nc2n(n1)C(c1cccc(Cl)c1)C1=C(CC(C)(C)CC1=O)N2 (stereo unspecified) | -0.8 | 0.6 | -0.6 | 0.1 | 0.5 | 2.6 | 91.0 | -9.2 | 2.6 | -11.8
C[C@@H](CSc1ccc(Br)cc1)CN1CC[C@H](C(C)(C)C)CCC1=O | -12.4 | 11.0 | -2.0 | 3.9 | -0.1 | -4.1 | 100.0 | -1.2 | 0.3 | -24.4
O=C(NCCS(=O)(=O)N1CCCC1)c1ccccc1 | -6.0 | 0.3 | -0.4 | -0.6 | 0.0 | -1.6 | 91.0 | -6.6 | -8.8 | -0.8
CCN(CC)CCn1c(OC)cc(=O)[nH]c1=O | -5.1 | 15.9 | 0.3 | -1.0 | -0.2 | 0.9 | 97.0 | -1.0 | 14.9 | 7.3
CCOC(=O)c1ccc(NC(=S)NN2CCOCC2)cc1 | -0.4 | -0.7 | -3.4 | -0.8 | -0.2 | 0.4 | 88.0 | -0.2 | -11.9 | -0.5
C=CCSc1nc(=O)n2cccc(C)c2n1 | -7.8 | -5.0 | -0.1 | 7.8 | -0.1 | -0.4 | 96.0 | 7.7 | 24.6 | -0.3
O=C(c1n[nH]c2ccccc12)N1CCOCC1 | 0.9 | 6.3 | -0.9 | 0.9 | -0.3 | 1.0 | 99.0 | 0.8 | -4.2 | 1.6
COC(=O)Cn1cnc2c1c(=O)n(C)c(=O)n2C | . | -5.2 | 1.1 | 1.7 | -0.2 | -0.4 | 104.0 | -2.8 | 11.8 | 9.6
CCOc1ccc2oc(C(=O)N(C)CC(=O)Nc3ccc(OCC)c(OCC)c3)c(C)c2c1 | -5.1 | 9.9 | -0.1 | 1.9 | -0.1 | 0.8 | 96.0 | -4.3 | -0.2 | 0.6
CC(C)C[C@@H]1CN=C(N)N1C[C@@H]1CCCN1C[C@H](C)N1C[C@@H](Cc2ccccc2)N(CCc2ccc(Cl)c(Cl)c2)C1=N | . | 10.8 | 1.9 | -4.7 | -0.1 | -1.0 | 104.0 | 15.7 | -2.6 | 11.9
Cc1cc(C(C)(C)C)oc1C(=O)OCC(=O)NC1CCCCC1 | -6.5 | 2.3 | -0.4 | -2.1 | -0.2 | -0.1 | 96.0 | 0.8 | 1.1 | 4.3
CC(C)Cn1cc(C(=O)NCCCOC(C)C)c2c3ccccc3n(C)c2c1=O | -4.9 | 16.3 | -1.4 | -5.0 | 0.1 | 0.7 | 95.0 | -1.8 | 0.8 | 14.3
C(=N\n1cnnc1SCc1ccccc1)/c1ccco1 | . | 16.6 | -1.1 | 1.9 | -0.1 | -0.4 | 115.0 | 2.9 | 6.8 | 14.5
CC(=O)Nc1ccc(N(CC(=O)NC2CCCC2)C(=O)CCC(=O)Nc2cc(C)on2)cc1 | -4.3 | 21.5 | -1.7 | 7.1 | 0.0 | 0.8 | 101.0 | 1.0 | -4.5 | 0.3
Cc1ccc(S(=O)(=O)NCc2ccccc2)cc1C(=O)N(C)CC(=O)Nc1c(Cl)cccc1Cl | -5.9 | 4.5 | -5.4 | 5.8 | 0.0 | 0.7 | 101.0 | 6.8 | 0.9 | 2.3
CN(C)CCCNC(=O)C1(O)c2cc(Br)ccc2NC(=O)N1c1c(F)cccc1F (stereo unspecified) | -1.5 | 2.6 | -2.2 | 4.0 | -0.1 | 1.8 | 100.0 | 7.2 | -9.4 | 12.6
O=S(=O)(c1cc(C(F)(F)F)ccc1Cl)N1CCN(c2ncnc3ccccc23)CC1 | -5.7 | -4.3 | -3.3 | 3.2 | 4.5* | -3.2 | 96.0 | -5.9 | -32.3 | -13.6
CN(Cc1cccs1)C(=O)CNC(=O)c1ccco1 | -5.6 | -1.3 | -1.1 | -7.2 | 0.1 | -1.1 | 97.0 | -1.6 | -2.4 | 5.6
CN1CCN(CCC(=O)N/N=C/C=C2\N(C)c3ccccc3C2(C)C)CC1 | -0.9 | -8.8 | -2.7 | -5.0 | -0.4 | -1.6 | 238.0 | -0.3 | 16.0 | -3.8
Cc1cc2nnc(SCC(=O)Nc3ccc(Cl)cc3)n2c(N)n1 | -2.4 | 9.1 | 2.6 | 2.1 | 0.1 | 0.5 | 101.0 | 3.1 | -2.2 | 2.0
O=C(Nc1ccccc1)OC1C2CCC1C(N1CCCCC1)CC2 (stereo unspecified) | -4.9 | -0.7 | 0.3 | 7.0 | 0.0 | -3.1 | 98.0 | 17.5 | 6.1 | 13.5
CCCn1c(N)c(C(=O)CSc2nnc(C)n2Cc2ccccc2)c(=O)n(C)c1=O | -5.2 | -2.3 | -0.1 | 2.1 | 0.0 | 1.6 | 98.0 | -2.7 | 0.2 | 5.2
CN(c1ccc(C(=O)Nc2ccccn2)cc1)S(=O)(=O)c1ccccc1 | -1.8 | 3.3 | -0.4 | 5.4 | -0.6 | 2.3 | 98.0 | 3.2 | -5.5 | 1.4
Cc1c(NC(=S)NNC(=O)CCC(=O)O)c(=O)n(-c2ccccc2)n1C | 7.0 | -1.4 | 0.0 | 0.4 | 0.1 | -0.8 | 101.0 | -6.2 | -2.6 | 4.3
O=C1CSC(c2ccccc2)N1CCc1ccccc1 (stereo unspecified) | -2.6 | -1.9 | -0.4 | 4.0 | 0.1 | 1.1 | 94.0 | -3.0 | -0.1 | 4.6
Cc1ccc(S(N)(=O)=O)c(C)c1N1CCCC1=O | -4.5 | -1.7 | 0.7 | 5.6 | 0.2 | 0.8 | 94.0 | 3.4 | 3.3 | 9.3
Cc1cccc(OCC(O)Cn2c(NCCCOC(C)C)nc3c2c(=O)[nH]c(=O)n3C)c1 (stereo unspecified) | . | 18.5 | 0.0 | -4.3 | 0.1 | -0.8 | 95.0 | 15.7 | 1.5 | 11.2
C=CCn1cc(C(=O)c2cc(Br)ccc2O)cc(C#N)c1=O | -4.8 | 13.3 | 0.4 | -1.7 | 0.0 | -1.1 | 101.0 | -5.0 | -18.2 | -7.0
O=C(O)c1nn(CCOc2ccc(Cl)cc2Cl)c(=O)c2ccccc12 | -4.5 | 0.4 | 17.7* | 12.6 | 0.2 | -2.5 | 98.0 | -8.5 | 2.9 | 8.9
CC(=O)Nc1ccc(C(=O)COC(=O)CN2C(=O)NC3(CCCCC3C)C2=O)cc1 (stereo unspecified) | -5.2 | 5.7 | -2.8 | 1.2 | -0.1 | -1.2 | 90.0 | 5.8 | -3.5 | 3.7
O=C(NN=Cc1ccc(O)cc1)C(=O)NN=Cc1ccc(O)cc1 | -5.9 | 1.1 | -3.0 | -1.6 | -0.3 | 0.3 | 100.0 | 18.5 | -6.7 | 3.7
C/C(N)=C(/C#N)C(=O)COC(=O)CCS(=O)(=O)c1ccccc1 | -4.5 | 10.7 | -1.4 | -0.2 | 0.4 | -2.0 | 93.0 | 5.0 | 16.4 | 10.1
COc1ccc(C2/C=C\CN(C(=O)Oc3ccccc3)CC(=O)N2Cc2ccc(F)cc2)cc1 (stereo unspecified) | -9.7 | 4.1 | -0.8 | -0.3 | -0.1 | -3.2 | 90.0 | -13.5 | 0.1 | 12.5
O=C(O)C1C2C=CC(C2)C1C(=O)Nc1ccccc1Br (stereo unspecified) | -1.4 | 2.1 | -0.3 | -1.8 | 0.0 | -0.1 | 97.0 | -2.7 | -2.9 | 1.6
COc1cccc(NC(=O)N(CCN(C)C)C(C)c2cccnc2)c1 (stereo unspecified) | -5.2 | 14.9 | -0.9 | 2.7 | 0.0 | 0.7 | 91.0 | -2.6 | -1.6 | 2.7
COc1ccc(/C=C2\S/C(=N/S(=O)(=O)c3cccs3)NC2=O)cc1 | -0.8 | -5.3 | -3.6 | 1.2 | -0.2 | 2.7 | 95.0 | -7.0 | -2.4 | -5.2
CCCC(=O)N1CCc2cc(OC)c(OC)cc2C1c1cc2cc3c(cc2[nH]c1=O)OCO3 (stereo unspecified) | -3.0 | -0.8 | -2.6 | 0.1 | -0.1 | 0.3 | 100.0 | -7.6 | . | 20.6
NS(=O)(=O)c1ccc(CCNC(=O)CNCCc2ccc(C(F)(F)F)cc2)cc1 | -19.9 | 8.8 | 1.3 | -1.2 | 0.0 | 0.8 | 104.0 | -1.4 | 1.6 | -1.1
CCCC(=O)OCCNc1cc(Sc2nccn2C)c2nonc2c1[N+](=O)[O-] | -5.2 | -19.6 | -3.0 | -4.3 | -0.6 | 1.8 | 96.0 | 13.2 | 4.9 | -19.7
O=c1[nH]c(/C=C/c2cccc(Br)c2)nc2ccccc12 | -1.5 | 16.6 | 2.5 | 7.9 | -0.2 | -5.3 | 104.0 | -0.8 | 14.0 | 1.9
CC1(C)NC(=O)N(CC(O)COc2ccc(-c3ccccc3)cc2)C1=O (stereo unspecified) | 0.6 | 4.6 | 0.8 | -4.0 | 0.0 | 0.5 | 90.0 | 0.3 | -1.9 | 6.8

Structures listed so far that bear a hit mark in MC4R ag barr:
SMILES,CaV13 FRET inh,MC4R antag cAMP,MC4R ag barr,m5-HT2A agonist,aDG glyco act,Glyco luc inh,ABCB6 inh MLPCN,PDI turbidity,Vif imaging
O=C(O)c1nn(CCOc2ccc(Cl)cc2Cl)c(=O)c2ccccc12,-4.5,0.4,17.7*,12.6,0.2,-2.5,98.0,-8.5,2.9

Following part.
SMILES | CaV13 FRET inh | MC4R antag cAMP | MC4R ag barr | m5-HT2A agonist | aDG glyco act | Glyco luc inh | ABCB6 inh MLPCN | PDI turbidity | Vif imaging | Cardio protect
CC12CCC(=O)N1c1ccccc1C(=O)N2c1ccccc1 (stereo unspecified) | . | -5.9 | 0.7 | 2.1 | 0.0 | 1.2 | 103.0 | -12.3 | -5.9 | 1.7
CCOC(=O)c1cc(S(=O)(=O)NCCc2ccccc2)cn1C | -12.4 | 0.6 | -1.6 | 5.8 | 0.3 | -1.5 | 96.0 | 7.9 | -9.5 | -0.6
CCCCCc1ccc(-c2cn(Cc3cccc(OC)c3)nn2)cc1 | -5.4 | 4.0 | 2.6 | -1.4 | 0.4 | 6.2 | 91.0 | -4.3 | -1.3 | -7.7
O=C(CNC(=S)NC(=O)c1ccc(Br)o1)c1ccccc1 | -9.0 | 0.9 | 11.4* | 3.6 | 0.1 | 0.0 | 82.0 | 0.9 | 6.7 | -6.2

Source: PubChem
